# Source: PubChem
# C8 TRAIL sens: caspase-8 TRAIL sensitization; NB7+C8 cells + TRAIL, ATPlite viability luminescence; inhibition (viability loss, TRAIL sensitization), % at 10 µM; 360,000 compounds, 1% hits; AID 624354;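 active = compounds causing at least 50% loss of cell viability in the single-dose screen, relative to plate controls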
# TLR9-MyD88 block: inhibitors of human TLR9-MyD88 binding. Q9NR96+Q99836. CHO BLA complementation TLR9-MyD88, CCF4 FRET ratio. inhibition, % at 4.98 µM. 340,000 compounds, 0.21% hits;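 active = inhibition above the mean over all tested compounds plus 3 SD, cut at about 21% in these data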;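 note: 0% = DMSO only wells and 100% = clavulanate BLA inhibitor control wells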
# EBV LMP1 NFkB: inhibitors of Epstein-Barr LMP1-induced NF-kappaB reporter; inhibition, % at 12.5 µM; 350,000 compounds, 0.69% hits; LMP1-induced NF-kappaB luciferase reporter cells, luminescence; AID 504558; in the data active = inhibition above about 41%;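 note: 0% = neutral control wells and 100% = reference inhibitor control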
# COUP-TFII inh: blocks human COUP-TFII nuclear receptor | 370,000 compounds, 0.7% hits | HEK293T NGFI-A luciferase reporter, luminescence | inhibition, % at 8.6 µM;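 active = inhibition above a per-plate cutoff, mean inhibition of test wells between control levels plus 3 SD, cut at about 38% in these data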;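 note: cells cotransfected with COUP-TFII expression vector driving the NGFI-A reporter; 0% = median of COUP-TF2 test wells and 100% = reporter-only cells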
# NR5A2 inv ag: suppresses constitutive activity of human LRH-1; HEK293T StAR-luciferase reporter, LRH-1 transfected, 24 h; inhibition, % at 3.6 µM; 360,000 compounds, 0.13% hits; AID 602396;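 active = inhibition above the mean inhibition of all tested compounds plus 3 SD, cut at about 73% in these data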;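 note: 0% = DMSO wells and 100% = reporter-only cells lacking LRH-1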
# Target sequence (O00482 whole entry, looked up): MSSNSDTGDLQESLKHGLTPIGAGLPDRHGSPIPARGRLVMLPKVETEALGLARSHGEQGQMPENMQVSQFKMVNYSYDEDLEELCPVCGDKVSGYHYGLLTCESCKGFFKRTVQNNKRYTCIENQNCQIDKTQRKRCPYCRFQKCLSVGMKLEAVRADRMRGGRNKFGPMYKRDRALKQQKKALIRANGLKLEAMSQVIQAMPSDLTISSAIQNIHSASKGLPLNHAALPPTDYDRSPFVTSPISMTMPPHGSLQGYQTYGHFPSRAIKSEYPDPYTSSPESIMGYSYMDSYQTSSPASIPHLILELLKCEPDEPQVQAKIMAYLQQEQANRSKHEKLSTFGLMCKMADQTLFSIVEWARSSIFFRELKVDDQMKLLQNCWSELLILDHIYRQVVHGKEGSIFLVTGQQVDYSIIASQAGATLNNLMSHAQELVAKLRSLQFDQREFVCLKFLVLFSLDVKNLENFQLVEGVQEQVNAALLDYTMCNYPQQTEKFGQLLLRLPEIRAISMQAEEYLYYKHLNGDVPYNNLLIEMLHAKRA
# TWEAK-Fn14 inh: blocks TWEAK-Fn14 interaction in a reporter cell assay; 360,000 compounds, 2% hits; TWEAK-stimulated Fn14 reporter cells, luciferase luminescence, 8 h; inhibition, % at 10 µM; in the data active = inhibition above about 50%
# NCOA2 inhibitor: human SRC2 (NCOA2) inhibition; HEK293 GAL4-SRC2 luciferase reporter, luminescence; inhibition, % at 9 µM; 370,000 compounds, 0.17% hits; AID 651957;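 active = inhibition above the mean inhibition of all tested compounds plus 3 SD, set per campaign, cut at about 52% in these data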;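 note: 0% = DMSO treated cells and 100% = cells given Gossypol at 36 µM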
# SRC1 inh: human NCOA1 inhibition; Q15788; HEK293 GAL4-SRC1 luciferase reporter, luminescence; inhibition, % at 3.6 µM; 360,000 compounds, 0.12% hits; AID 588354;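 active = inhibition above the campaign mean plus 3 SD, with each screening campaign given its own cutoff, cut at about 60% in these data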;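 note: 0% = DMSO treated cells and 100% = gossypol at 36 µM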
# TROY signal inh: inhibitors of TROY-dependent NF-kB signaling; Q293 LMP1-TROYcd NF-kB luciferase reporter, 4 h; inhibition, % at 10 µM; 360,000 compounds, 0.98% hits;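 active = compounds whose plate-normalised and pattern-corrected inhibition of the luciferase reporter signal at the single screening dose is 50% or more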
# NOD2-RIPK2 inh: blocks binding of human NOD2 to RIPK2 | O43353 | CHO BLA complementation NOD2-RIPK2, CCF4 ratio | inhibition, % at 4.98 µM | 360,000 compounds, 0.38% hits | AID 624267; in the data active = inhibition above about 21%;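 note: 0% = vehicle only and 100% = reference blocker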
# Target sequence (O43353 whole entry, looked up): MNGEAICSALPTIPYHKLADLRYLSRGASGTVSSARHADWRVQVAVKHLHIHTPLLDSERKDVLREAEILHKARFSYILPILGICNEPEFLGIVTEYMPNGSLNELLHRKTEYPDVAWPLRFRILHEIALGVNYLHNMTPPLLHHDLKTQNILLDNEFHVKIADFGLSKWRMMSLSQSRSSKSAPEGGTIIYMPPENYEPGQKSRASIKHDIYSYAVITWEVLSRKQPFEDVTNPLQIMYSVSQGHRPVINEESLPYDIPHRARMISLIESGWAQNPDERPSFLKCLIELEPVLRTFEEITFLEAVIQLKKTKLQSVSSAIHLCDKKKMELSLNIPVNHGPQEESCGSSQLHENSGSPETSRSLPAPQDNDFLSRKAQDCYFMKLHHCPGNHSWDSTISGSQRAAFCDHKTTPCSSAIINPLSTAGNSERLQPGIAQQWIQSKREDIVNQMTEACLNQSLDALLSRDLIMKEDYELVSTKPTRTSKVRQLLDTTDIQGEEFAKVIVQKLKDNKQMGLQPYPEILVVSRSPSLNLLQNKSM
# SRC3 inh: inhibitors of human steroid receptor coactivator 3 (SRC3) | AID 588352 | inhibition, % at 3.6 µM | Q9Y6Q9 | 360,000 compounds, 0.17% hits | HEK293 GAL4-SRC3 luciferase reporter, luminescence;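 active = inhibition above a per-campaign cutoff, the mean of all compounds plus 3 SD, cut at about 60% in these data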;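 note: 0% = DMSO-treated cells and 100% = gossypol-treated cells at 36 µM; higher means less SRC3-driven luciferase light from the GAL4 reporter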
# The depositor's hits bear a star; / = not tested or not shown. This is a subset; the hit share may differ from the screen's.
SMILES,C8 TRAIL sens,TLR9-MyD88 block,EBV LMP1 NFkB,COUP-TFII inh,NR5A2 inv ag,TWEAK-Fn14 inh,NCOA2 inhibitor,SRC1 inh,TROY signal inh,NOD2-RIPK2 inh,SRC3 inh
O=C(Nc1ncc(S(=O)(=O)c2ccc([N+](=O)[O-])cc2)s1)c1cccnc1,1,7,15,-16,7,-24,15,-22,-1,9,16
O=C(O)CP(=O)(O)O,13,6,3,4,12,-10,-13,-16,-5,-11,-31
c1cncc(-c2nn[nH]n2)c1,-8,-10,-43,11,13,-9,12,-19,-2,0,23
COc1ccc(-c2csc(CCn3nc(C)cc3C)n2)cc1,-4,1,5,-15,-32,-2,-36,-3,-31,-1,-1
COc1ccc(NC2=CC(=O)CC(c3ccc(C)cc3)C2)c(OC)c1 (stereo unspecified),-2,-3,0,-12,6,-2,-12,1,-14,-7,14
Cc1cc(C(=O)N(C)CC(=O)Nc2cccc(F)c2)no1,6,5,-6,21,15,5,2,7,5,6,-14
CCN(CC)c1nc(C(N)=O)cc(-c2ccccc2)n1,-11,9,4,10,-3,19,-6,-26,-17,2,-19
COc1ccc(-n2c(Cc3cccn3C)nnc2SCC(=O)N2CCOCC2)cc1,-7,-12,-5,-4,26,-6,-23,-5,-5,-2,5
COCCNc1nc(-c2ccc(Cl)cc2C)c2sccc2n1,-5,/,/,1,-24,-68,16,1,-25,6,-3
O=C(NCC1(N2CCCCC2)CCCCC1)c1ccc(S(=O)(=O)N2CCCC2)cc1,17,0,-38,1,-60,3,10,-7,-21,2,8
CCCCOC(=O)Nc1ccc(N2CCCCC2)cc1,18,-2,-23,-58,-151,-7,-67,-140,-70,-5,-95
Cc1cc(C(=O)Nc2ccccc2C(=O)O)ccc1NC(=O)COc1cccc([N+](=O)[O-])c1,-6,2,-1,10,8,9,16,13,3,-4,1
O=C(NCc1cccs1)NC1CCCCC1,6,2,-11,-88,-22,-1,-27,-37,-10,-3,-1
O=C(/C=C/c1ccco1)NC1CCCC1,4,3,-3,0,-1,-4,20,5,13,-10,17
COc1ccc(Cl)cc1NS(=O)(=O)c1cccc(C(=O)NCC2(N(C)C)CCCCC2)c1,8,4,-19,-10,-15,-9,-14,-2,-5,-4,2
COc1ccc(CNC(=O)C2CC(c3ccc(OC)cc3)=NO2)cc1 (stereo unspecified),18,-7,-17,0,26,17,14,3,20,-2,7
c1ccc(COc2ccc(CNCc3cccs3)cc2)cc1,4,-9,-14,-5,-1,-48,-29,-10,4,3,-7
CCCn1c(SCC(=O)NCc2ccc(Cl)cc2)n[nH]c1=O,-15,-8,1,13,0,-15,-17,5,2,1,5
COc1cccc(/C=C2\SC(N3CCC(C)CC3)=NC2=O)c1OC,14,-13,-3,4,7,-25,-29,-3,-12,7,8
CCCCCn1c(CN2CCN(Cc3ccccc3)CC2)nc2c1c(=O)n(C)c(=O)n2C,25,-3,-10,2,11,13,-15,13,6,0,3
Cc1ccc(C(=O)Oc2ccc(Cl)c3cccnc23)cc1[N+](=O)[O-],14,7,10,-3,14,7,19,-9,-11,-1,-6
Cc1ccc([C@H]2C[C@@H](n3cc(-c4ccc(F)cc4)nn3)[C@H](O)CN2Cc2cccs2)cc1,14,-9,-9,13,5,5,-7,9,-23,2,8
O=C(N/N=C/c1c[nH]c2ccccc12)c1cccs1,18,/,/,-64,-69,-9,-111,-65,-76,-23,-44
COc1ccc(C(=O)OCC(=O)NC23CC4CC(CC(C4)C2)C3)c(O)c1,21,-15,-27,3,7,-11,3,-5,-28,2,8
COc1cc(OC)cc(C(=O)Nc2ccc(C(=O)NCC3CCCO3)cc2)c1 (stereo unspecified),8,8,-17,-8,0,-4,-1,-2,8,-10,0
COc1ccc(C(=O)c2ccc(C)cc2)c(OC)c1OC,2,-4,-7,-22,-18,14,-28,-4,2,-14,-6
Oc1ccc(Nc2nc(-c3ccccc3)nc3ccccc23)cc1,-8,-10,2,/,3,27,/,0,6,-4,-6
COc1ccc(S(=O)(=O)NCc2ccc(C(=O)N(C)Cc3ccco3)cc2)cc1,0,-1,-12,7,-2,-17,-3,-3,-6,2,6
O=C(Nc1ccccn1)C1CCN(S(=O)(=O)c2ccc3c(c2)OCCCO3)CC1,3,-14,-5,10,13,9,23,3,10,3,-11
Cn1cc(CC(=O)N2CCN(c3ccccc3F)CC2)c2ccccc21,-7,1,9,6,-9,-23,6,-12,-15,8,-8
COc1ccc(/C=C/C(=O)OCC(=O)Nc2ccc(C)cc2)cc1S(=O)(=O)N1CCOCC1,-10,4,-9,15,-1,19,-24,-10,-4,-2,17
O=C(Nc1ccccc1Cl)c1cc(C2CCCCN2C(=O)c2cccs2)on1 (stereo unspecified),2,/,/,23,4,16,13,-12,11,-3,11
COc1cc(CNn2c(C)n[nH]c2=S)cc(Cl)c1OCc1ccc(F)cc1,-25,-12,-1,3,-14,1,3,-15,1,3,6
O=C(NCCOc1ccccc1)C1CCC(=O)N(Cc2ccc(Cl)cc2)C1 (stereo unspecified),-5,4,-4,-8,10,-6,-17,-4,-11,1,-15
CCOc1ccc(NC(=O)CN(C)C(=O)c2cccnc2Sc2ccc(C)cc2C)cc1OCC,-12,-3,1,15,-5,-11,17,5,9,2,-7
O=C(Nc1cccc(Cl)c1N1CCOCC1)c1cccnc1,10,3,0,-3,8,-7,5,3,-5,3,3
COc1ccc(-n2nnnc2/C=C/Nc2cc(C(F)(F)F)ccc2OC)cc1,10,-1,3,-17,2,-13,-17,10,-5,-8,11
CC(C)CCSc1cc(NCCO)c([N+](=O)[O-])c2nonc12,3,-10,-70,12,0,-3,13,-12,3,3,-2
CC12COC3(C(=O)Nc4ccc(Cl)cn4)CC1CCC32C (stereo unspecified),-1,-2,-5,-16,2,-4,23,-4,-16,1,-14
CCCN(CC(=O)Nc1ccc(F)c(F)c1F)C(=O)c1ccc2c(=O)n3c(nc2c1)CCC3,-4,8,0,14,-10,10,-5,-5,19,-5,10
COC(=O)[C@]12CCCCC=C1N(Cc1ccc3c(c1)OCO3)C(=O)[C@H](CC(=O)N1CCN(C(=O)c3ccco3)CC1)C2,-3,/,/,18,12,/,-20,/,/,10,/
Cn1cc(/C=C/C(=O)N2CCCC(C(=O)c3cccc(C(F)(F)F)c3)C2)cn1 (stereo unspecified),-3,4,-3,8,-2,1,7,-4,3,0,11
O=C(Nc1ccc(F)cc1F)Nc1csc2ccccc12,-1,/,/,-8,-20,-1,-26,-30,41,-12,-24
CC(=O)c1ccc(N2CCN(C(=O)COc3ccccc3F)CC2)c(F)c1,-1,-5,-4,16,14,-8,-19,0,0,-2,7
CCOC(=O)CSc1nc2ccccc2c(=O)n1-c1ccc(C(=O)NCCOC)cc1,-6,-4,-2,14,5,-30,-7,-21,4,4,7
CCOC(=O)C/C(C)=N\Nc1ccc([N+](=O)[O-])cc1[N+](=O)[O-],-7,-4,2,-15,2,-5,-13,17,9,-14,16
CCN=C1SC(CC(=O)Nc2ccc(C)cc2)C(=O)N1CC (stereo unspecified),-5,7,-5,8,-4,-2,2,-22,-11,2,-15
Cc1ccc(/C=N/Nc2nnc(Cc3ccccc3)c(=O)[nH]2)o1,0,0,-13,12,11,17,-32,11,-8,-3,18
COc1ccc(CN2CCN(C(=O)c3cccc4ccccc34)CC2)c(OC)c1OC,3,1,6,0,-24,-30,-6,-2,0,-2,-3
CCN(CC)C(=O)c1[nH]cnc1C(=O)N[C@@H](C)C(=O)OCc1ccccc1,-3,1,0,0,-24,3,6,1,1,-4,0
# (list continues)
SMILES,C8 TRAIL sens,TLR9-MyD88 block,EBV LMP1 NFkB,COUP-TFII inh,NR5A2 inv ag,TWEAK-Fn14 inh,NCOA2 inhibitor,SRC1 inh,TROY signal inh,NOD2-RIPK2 inh,SRC3 inh
CCOC(=O)c1cc(Cl)c2c(ccc3ccccc32)n1,7,12,-1,-13,-7,-10,-3,7,-58,5,-3
COc1cccc(NC(=O)CN(C)C(=O)c2ccc3c(c2)S(=O)(=O)N=C2CCCCCN23)c1,-12,-1,1,10,-9,9,-24,0,3,8,-13
COCCNC(=O)C(c1ccc(F)cc1)N(Cc1ccccc1)C(=O)CCC(=O)Nc1nccs1 (stereo unspecified),-3,1,1,8,14,7,-2,1,-1,-2,-12
CC(C)N(C(C)C)S(=O)(=O)c1ccc(NC(=O)c2cnccn2)cc1,-7,3,-6,-9,-7,-12,3,3,-14,-6,-2
CC(C)(C)C1CCN2CCCC(c3ccccc3)(C1)C2=O (stereo unspecified),-4,/,/,6,6,-11,-7,/,-9,-16,/
CN1CCc2c(sc3nc(SCC(=O)N4CCCCC4)n(-c4ccccc4)c(=O)c23)C1,-12,-2,-2,3,1,-17,-6,-19,14,-17,-31
CC(CCc1ccccc1)NC(=O)c1ccc(F)cc1 (stereo unspecified),5,-3,1,17,-7,16,4,11,-12,1,-9
COc1ccc(-c2ccc(OC)c([C@H]3[C@H]4C=CC[C@@H](C)[C@@H]4C(=O)N3Cc3ccccc3)c2)cc1C,22,-4,1,0,-8,-1,-15,-10,1,2,-11
CCCCCCNC(=O)CC(NS(=O)(=O)c1ccc(OC)cc1)C(C)C (stereo unspecified),12,3,1,15,18,17,-2,16,27,3,12
O=C(N/N=C/c1ccc(N2CCOCC2)o1)c1cccc([N+](=O)[O-])c1,-2,-3,3,7,36,23,-19,-39,-14,-5,-10

# Random excerpt: 2 records from the list, in no set order.
SMILES,C8 TRAIL sens,TLR9-MyD88 block,EBV LMP1 NFkB,COUP-TFII inh,NR5A2 inv ag,TWEAK-Fn14 inh,NCOA2 inhibitor,SRC1 inh,TROY signal inh,NOD2-RIPK2 inh,SRC3 inh
CC(C)(C)C1CCN2CCCC(c3ccccc3)(C1)C2=O (stereo unspecified),-4,/,/,6,6,-11,-7,/,-9,-16,/
COc1ccc(-c2ccc(OC)c([C@H]3[C@H]4C=CC[C@@H](C)[C@@H]4C(=O)N3Cc3ccccc3)c2)cc1C,22,-4,1,0,-8,-1,-15,-10,1,2,-11

# Next results follow.
SMILES,C8 TRAIL sens,TLR9-MyD88 block,EBV LMP1 NFkB,COUP-TFII inh,NR5A2 inv ag,TWEAK-Fn14 inh,NCOA2 inhibitor,SRC1 inh,TROY signal inh,NOD2-RIPK2 inh,SRC3 inh
O=C(Nc1nnc(Cc2ccccc2)s1)c1cccnc1,1,4,0,5,-8,-18,-8,6,-12,-7,1
COCc1nnc(NC(=O)C2CC(=O)N(C3CCCCC3)C2)s1 (stereo unspecified),-5,-5,5,-11,3,4,-3,-8,6,5,1
Cc1ccc(NC(=O)CN2C(=O)S/C(=C/c3ccc(O)c([N+](=O)[O-])c3)C2=O)cc1C,-4,-7,-5,17,-13,-13,10,6,-5,-2,7
Cc1cccc(C)c1-n1nnnc1-c1nc2ccccc2[nH]c1=O,-12,/,/,5,-6,3,-37,/,-5,12,/
CC(C)(C)C(=O)Oc1cc(N)n(S(=O)(=O)c2ccccc2)n1,4,-7,-8,-7,-15,9,-5,-31,19,1,8
O=S(=O)(Nc1ccc(-c2nnc(SCc3ccc(Cl)cc3)o2)cc1)c1ccccc1,1,2,2,4,1,-4,-2,-20,30,1,20
CCN1C(=O)/C(=C2\SC(=S)N(NC(=O)c3ccccc3O)C2=O)c2ccccc21,-6,7,-8,5,4,9,-8,8,17,-6,-21
CC(C)(C)OC(=O)N[C@H](C(=O)OC(C)(C)C)c1ccc2ccccc2c1,-6,-4,-4,12,4,0,2,12,-2,-5,3
